Screening data from PubChem BioAssay.
Yeast growth inh – growth inhibitors of yeast BB579 in restrictive medium, primary screen, yeast lifespan-shortening project, S. cerevisiae; OD615, 48 h; inhibition, % at 10 µM; hit rate 0.51% among 140,000; AID 804, 2007;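 active = inhibition above a set limit, 3 SD over the mean compound inhibition, cut at about 44% in these data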; also: inactives centre near -24
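System: Saccharomyces cerevisiae DeaD strain BB579, replicative lifespan model yeast. Buffer or medium: restrictive glucose-based CSMM-D medium. Doses: one dose, 10 µM compound with 0.25% DMSO. Timing: 4 h preincubation and 48 h exposure at 30 °C. Detection: turbidity as optical density at 615 nm. Benchmarks: amphotericin B 10 µg/mL, positive.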
E-sel TNF inh – E-selectin induction blockers in HUVEC – imaging, immunofluorescence, high content, primary screen | HUVEC TNFa-induced E-selectin immunofluorescence | inhibition, % at 2 µM | hit rate 0.71% among 120,000 | AID 1246, 2008;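 active = inhibition above the batch mean plus 3 SD, and confirmed as a hit on visual image review, cut at about 43% in these data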;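 also: 0% = TNF-stimulated DMSO wells and 100% = unstimulated control wells; not every result past the cut was called active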
Phagocytosis inh – inhibitors of macrophage phagocytosis, primary screen, imaging, J774A.1 cells, IgG beads | J774A.1 macrophage IgG-bead phagocytosis | inhibition, % at 5 µM | hit rate 0.07% among 110,000 | AID 1029, 2008;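 active = inhibition above the mean of the plate negative controls plus 5 SD, cut at about 13% in these data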;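 also: phagocytic index as fraction of beads internalized from green versus red external bead signal; plate controls were DMSO negative control for no effect and cytochalasin-D positive control for full effect; some results beyond the cut were filed as inactive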
MRP-1 activ – H69AR viability gain despite doxorubicin, primary screen, MRP-1 activator project, H69AR cells, CellTiter-Glo; hit rate 0.61% among 140,000; viability rescue; viability increase, % at 10 µM;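 active = viability gain under doxorubicin at or above a set limit, the compound median plus 3 SD, cut at about 4.7% in these data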;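 also: MRP-1 overexpressing cells given doxorubicin 25 µM after compound pretreatment; 18-22 h compound pretreatment then 72 h with doxorubicin before readout; 0% = doxorubicin-only wells and 100% = vehicle-treated cells without doxorubicin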
HCT116 PTEN-null – growth suppression of PTEN-null HCT116, primary screen, cell-based, CellTiter-Glo; HCT116 PTEN-null viability, 60 h; stronger effect = lower value; viability, % at 10 µM; hit rate 1.2% among 140,000; AID 827, 2007;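 active = viability at or below a set limit, 4 SD under the median of all tested compounds, cut at about 3.7% in these data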;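 also: PTEN knockout HCT116 line with beta catenin targeted HCT116 as companion control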
Yeast lifespan up – compounds extending yeast replicative lifespan, primary screen, S. cerevisiae, OD615; S. cerevisiae growth with nicotinamide; deaD strain in restrictive glucose medium; hit rate 0.68% among 130,000; AID 775, 2007; inhibition of the nicotinamide effect, % at 10 µM;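 active = inhibition above a set limit, placed 3 SD over the median of all compounds, cut at about 26% in these data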;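 also: 0% = nicotinamide-treated wells and 100% = cells grown without nicotinamide; some compounds called inactive have numbers as strong as hits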
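System: Modified budding yeast, DeaD strain | Buffer or medium: Restrictive glucose medium | Also added: 1.5 mM nicotinamide | Doses: 10 µM single point, 0.25% DMSO | Schedule: 48 h compound exposure at 30 °C, humidified | Detection: Absorbance at 615 nm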
bCat KO growth – primary screen for growth suppressors in beta-catenin knockout HCT116 cells (colon tumor, human); HCT116 beta-catenin knockout viability, CellTiter-Glo, 60 h; stronger effect = lower value; viability, % at 10 µM; hit rate 1.5% among 140,000; AID 818, 2007;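 active = viability at or under a set limit, the compound median less 4 SD, cut at about 6% in these data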;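 also: 0% = Hyamine 1622 control at 20 µM and 100% = untreated cell control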
GALR2 antag – GALR2 antagonists in receptor-expressing cells, primary screen; Galanin receptor type 2 (Homo sapiens), O43603; antagonist mode; inhibition, % at 4 µM; hit rate 0.39% among 140,000; AID 828, 2007; in the data active = inhibition above about 27%;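 also: cells stimulated with galanin 1-16 at roughly its EC80; 0% = agonist challenge control and 100% = basal control without agonist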
Target sequence (O43603 whole entry, looked up): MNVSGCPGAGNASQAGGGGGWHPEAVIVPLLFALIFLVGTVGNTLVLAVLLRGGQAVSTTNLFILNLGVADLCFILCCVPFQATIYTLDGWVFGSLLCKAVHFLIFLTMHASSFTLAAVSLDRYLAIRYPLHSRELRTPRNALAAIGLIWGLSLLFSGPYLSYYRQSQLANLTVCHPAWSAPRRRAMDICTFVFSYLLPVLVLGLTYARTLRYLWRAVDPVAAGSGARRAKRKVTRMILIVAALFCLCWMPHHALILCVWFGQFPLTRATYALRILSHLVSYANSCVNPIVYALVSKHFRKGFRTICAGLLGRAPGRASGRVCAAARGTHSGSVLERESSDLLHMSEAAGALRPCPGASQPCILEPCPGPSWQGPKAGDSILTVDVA
Measles CPE – compounds protecting cells from measles virus cytopathic effect, primary screen, measles RdRp inhibitor project, single point, MLSMR library, absorbance; Measles virus-infected cells, CPE protection; protection (pct of control), % at 4 µM; hit rate 1.5% among 140,000; AID 841, 2007; in the data active = protection mostly above about 24%, no sharp cut-off; inactive = mostly below about 26%; also: some compounds called inactive have numbers as strong as hits
NPY Y2 blocker – NPY-Y2 receptor antagonists, primary screen, cell-based. NPY-Y2 expressing cells, antagonist mode. inhibition, % at 2.7 µM. hit rate 0.99% among 140,000; in the data active = inhibition above about 17%;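 also: 0% = vehicle with agonist challenge and 100% = reference antagonist with challenge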
Target sequence (P49146 whole entry, looked up): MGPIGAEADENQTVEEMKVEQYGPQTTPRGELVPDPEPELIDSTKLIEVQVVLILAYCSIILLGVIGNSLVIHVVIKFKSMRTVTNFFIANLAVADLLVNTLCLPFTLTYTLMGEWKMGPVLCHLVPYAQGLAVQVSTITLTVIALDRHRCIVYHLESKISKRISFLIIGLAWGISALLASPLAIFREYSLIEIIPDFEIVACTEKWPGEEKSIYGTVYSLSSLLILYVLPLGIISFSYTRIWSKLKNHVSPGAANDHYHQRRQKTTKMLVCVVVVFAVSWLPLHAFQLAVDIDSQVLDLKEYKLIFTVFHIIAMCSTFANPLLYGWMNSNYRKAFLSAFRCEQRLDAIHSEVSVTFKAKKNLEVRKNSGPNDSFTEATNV
An asterisk follows results filed as active.

`CCOc1ccc(CCNC(=O)Cn2c(=O)oc3ccccc32)cc1OCC` gave Yeast growth inh -52, E-sel TNF inh -3, Phagocytosis inh -1, MRP-1 activ 0.2, HCT116 PTEN-null 110, Yeast lifespan up 1, bCat KO growth 98, GALR2 antag 1, Measles CPE 3 and NPY Y2 blocker 3.
Screening CC(C)c1ccc(NC(=O)c2cc(S(=O)(=O)NCC3COc4ccccc4O3)ccc2F)cc1 (centres undefined) returned Yeast growth inh -62, E-sel TNF inh -9, Phagocytosis inh 2, MRP-1 activ -5.4, HCT116 PTEN-null 18, Yeast lifespan up 4, bCat KO growth 13, GALR2 antag 0, Measles CPE 2 and NPY Y2 blocker 1.
For Cc1ccc(CN(Cc2ccco2)C(=S)NCC(=O)O)cc1 the results were Yeast growth inh -6, Phagocytosis inh -10, MRP-1 activ -2.4, HCT116 PTEN-null 94, Yeast lifespan up -2, bCat KO growth 94, GALR2 antag -3, Measles CPE 8 and NPY Y2 blocker 7.
For COc1cccc(NC2CC(=O)N(CCc3ccccc3)C2=O)c1 (centres undefined) the results were Yeast growth inh -24, E-sel TNF inh -54, MRP-1 activ -2.1, HCT116 PTEN-null 91, Yeast lifespan up -23, bCat KO growth 91, GALR2 antag -5, Measles CPE 5 and NPY Y2 blocker 0.
`O=C(c1sccc1-n1cccc1)N1CCCC1` gave Yeast growth inh -89, Phagocytosis inh 1, MRP-1 activ -1.3, HCT116 PTEN-null 103, Yeast lifespan up -4, bCat KO growth 102, GALR2 antag 4, Measles CPE 4 and NPY Y2 blocker 2.
Screening O=C(C(F)C(F)(F)F)N1CCN(c2ccccc2)CC1 (centres undefined) returned Yeast growth inh -11, E-sel TNF inh 12, Phagocytosis inh 1, MRP-1 activ 0.4, HCT116 PTEN-null 86, Yeast lifespan up -1, bCat KO growth 99, GALR2 antag 15, Measles CPE 26 and NPY Y2 blocker -1.
O=C(CCSCc1ccc(Cl)cc1)NC1CCCC1 was read as Yeast growth inh -49, Phagocytosis inh -6, MRP-1 activ -2.0, HCT116 PTEN-null 91, Yeast lifespan up 4, bCat KO growth 95, GALR2 antag 0, Measles CPE 15 and NPY Y2 blocker 5.
Cc1ccccc1N1CCN(C2=NC(=O)/C(=C\c3cccs3)S2)CC1 was read as Yeast growth inh -25, E-sel TNF inh -7, Phagocytosis inh -4, MRP-1 activ -3.3, HCT116 PTEN-null 60, Yeast lifespan up -4, bCat KO growth 85, GALR2 antag 6, Measles CPE 11 and NPY Y2 blocker 11.
`CCOc1ccc(C(=O)N[C@H](C(=O)Nc2cccc(S(=O)(=O)N3CCCCC3)c2)C(C)C)cc1` gave Yeast growth inh 9, E-sel TNF inh 11, Phagocytosis inh -12, MRP-1 activ -1.3, HCT116 PTEN-null 71, Yeast lifespan up -2, bCat KO growth 60, GALR2 antag -3, Measles CPE 11 and NPY Y2 blocker -2.
Screening CSc1ccccc1C(=O)NCCSc1ccccc1 returned Yeast growth inh -15, E-sel TNF inh 28, Phagocytosis inh -2, MRP-1 activ -0.5, HCT116 PTEN-null 79, Yeast lifespan up -8, bCat KO growth 84, GALR2 antag 3, Measles CPE 23 and NPY Y2 blocker 3.
`O=C(CSc1nc2[nH]ncc2c(=O)[nH]1)N1CCCCC1` gave Yeast growth inh -47, Phagocytosis inh -1, MRP-1 activ -2.4, HCT116 PTEN-null 85, Yeast lifespan up 1, bCat KO growth 89, GALR2 antag 3, Measles CPE 10 and NPY Y2 blocker 2.
`COc1cccc(-c2nc(=S)c3c(n2Cc2ccco2)CCCC3)c1` gave Yeast growth inh -16, E-sel TNF inh 3, Phagocytosis inh -2, MRP-1 activ -1.2, HCT116 PTEN-null 87, Yeast lifespan up 15, bCat KO growth 88, GALR2 antag -3, Measles CPE 14 and NPY Y2 blocker 7.
Screening c1ccc2c(c1)Nc1nccnc1S2 returned Yeast growth inh -30, E-sel TNF inh -15, Phagocytosis inh 0, MRP-1 activ 5.1*, HCT116 PTEN-null 104, Yeast lifespan up -5, bCat KO growth 96, GALR2 antag 7, Measles CPE 2 and NPY Y2 blocker 1.
CC(C(=O)NCC1(c2ccccc2)CCCC1)N1CCOCC1 (centres undefined) was read as Yeast growth inh 17, E-sel TNF inh 12, Phagocytosis inh -1, MRP-1 activ 0.0, HCT116 PTEN-null 92, Yeast lifespan up -8, bCat KO growth 91, GALR2 antag -14, Measles CPE 4 and NPY Y2 blocker 5.
For CC1CCN(C(=O)CSc2ccc(-c3ccc(F)cc3)nn2)CC1 the results were Yeast growth inh -47, E-sel TNF inh 18, Phagocytosis inh -3, MRP-1 activ -0.3, HCT116 PTEN-null 103, Yeast lifespan up -19, bCat KO growth 108, GALR2 antag 3 and NPY Y2 blocker 4.
Screening Cc1cccc(-n2c(CCn3nc(C)c([N+](=O)[O-])c3C)n[nH]c2=S)c1 returned Yeast growth inh -50, E-sel TNF inh 5, Phagocytosis inh 0, MRP-1 activ -0.9, HCT116 PTEN-null 103, Yeast lifespan up -8, bCat KO growth 95, GALR2 antag -4, Measles CPE 15 and NPY Y2 blocker 0.
`CC(=O)C1=C(O)C(=O)N(c2nccs2)C1c1ccc(F)cc1` (centres undefined) gave Yeast growth inh -11, E-sel TNF inh -18, Phagocytosis inh -2, MRP-1 activ -0.2, HCT116 PTEN-null 105, Yeast lifespan up 2, bCat KO growth 101, GALR2 antag -1, Measles CPE 18 and NPY Y2 blocker 2.
For CCOC(=O)C1=C(C)NC(C)=C(C(=O)OCC)C1c1ccc(OC)cc1 the results were Yeast growth inh -21, E-sel TNF inh 10, Phagocytosis inh -2, MRP-1 activ 0.0, HCT116 PTEN-null 59, Yeast lifespan up -14, bCat KO growth 64, GALR2 antag -2, Measles CPE 13 and NPY Y2 blocker 0.
For C/C(=N\NC(=O)CSc1nnc(C)s1)c1ccc(Cl)cc1 the results were Yeast growth inh -17, E-sel TNF inh -2, Phagocytosis inh -2, MRP-1 activ 3.4, HCT116 PTEN-null 96, Yeast lifespan up -6, bCat KO growth 99, GALR2 antag 1, Measles CPE 15 and NPY Y2 blocker 0.
`CC(=O)C1=C(C)NC(SCC(=O)c2ccc(Cl)cc2Cl)=C(C#N)C1c1ccco1` (centres undefined) gave Yeast growth inh -32, Phagocytosis inh 0, MRP-1 activ -3.3, HCT116 PTEN-null 50, Yeast lifespan up -4, bCat KO growth 61, GALR2 antag 4, Measles CPE 24 and NPY Y2 blocker 2.
`COCCn1c(SCC(=O)N2CCc3ccccc3C2)nc2ccccc2c1=O` gave Yeast growth inh -14, E-sel TNF inh 2, MRP-1 activ -2.3, HCT116 PTEN-null 93, Yeast lifespan up -1, bCat KO growth 87, GALR2 antag -5, Measles CPE 32* and NPY Y2 blocker -2.
`CC(=O)Nc1ccc(S(=O)(=O)Nc2nnc(C(C)(C)C)s2)cc1` gave Yeast growth inh -32, E-sel TNF inh 22, Phagocytosis inh -1, MRP-1 activ -0.8, HCT116 PTEN-null 94, Yeast lifespan up -11, bCat KO growth 90, GALR2 antag -15, Measles CPE 15 and NPY Y2 blocker 3.
For S=c1nc(-c2cccc(Br)c2)[nH][nH]1 the results were Yeast growth inh -17, Phagocytosis inh -1, MRP-1 activ -0.2, HCT116 PTEN-null 94, Yeast lifespan up -10, bCat KO growth 110, GALR2 antag 21, Measles CPE 3 and NPY Y2 blocker 0.
For O=S(=O)(c1ccc(Cl)c(C(F)(F)F)c1)N1CCN(CC(O)COCC2CCCO2)CC1 (centres undefined) the results were Yeast growth inh -32, E-sel TNF inh -38, Phagocytosis inh -1, MRP-1 activ -0.8, HCT116 PTEN-null 84, Yeast lifespan up 2, bCat KO growth 77, GALR2 antag 0, Measles CPE 11 and NPY Y2 blocker 3.
For CCNC(=O)COc1ccc2ccccc2c1 the results were Yeast growth inh -26, E-sel TNF inh 4, MRP-1 activ 2.4, HCT116 PTEN-null 110, Yeast lifespan up -27, bCat KO growth 99, GALR2 antag 6, Measles CPE 4 and NPY Y2 blocker 2.
`Cc1ccc(/C=C/C(=O)O)cc1S(=O)(=O)NCCO` gave Yeast growth inh -47, E-sel TNF inh 54*, Phagocytosis inh 0, MRP-1 activ -0.2, HCT116 PTEN-null 105, Yeast lifespan up -15, bCat KO growth 93, GALR2 antag 4, Measles CPE 4 and NPY Y2 blocker 1.
Screening CCOc1ccccc1N1C(=O)CC(Nc2ccc(N3CCOCC3)cc2)C1=O (centres undefined) returned Yeast growth inh -7, E-sel TNF inh -5, Phagocytosis inh 1, MRP-1 activ 0.5, HCT116 PTEN-null 93, Yeast lifespan up -12, bCat KO growth 107, GALR2 antag 3, Measles CPE 12 and NPY Y2 blocker 7.
Cn1/c(=N/N=C/c2ccc([N+](=O)[O-])cc2)sc2ccccc21 was read as Yeast growth inh -36, E-sel TNF inh 23, MRP-1 activ -2.4, HCT116 PTEN-null 78, Yeast lifespan up -11, bCat KO growth 76, GALR2 antag 11, Measles CPE 10 and NPY Y2 blocker -2.
O=C(NCCN1CCOCC1)NC1(C(F)(F)F)Oc2ccc(Cl)cc2O1 (centres undefined) was read as Yeast growth inh -20, Phagocytosis inh -5, MRP-1 activ -2.1, HCT116 PTEN-null 31, Yeast lifespan up 3, bCat KO growth 24, GALR2 antag 9, Measles CPE 25 and NPY Y2 blocker 3.
For O=C(Nc1ccc(-c2noc(CCc3ccccc3)n2)cc1)c1cccnc1 the results were Yeast growth inh -40, E-sel TNF inh -20, Phagocytosis inh 0, MRP-1 activ -3.8, HCT116 PTEN-null 85, Yeast lifespan up -21, bCat KO growth 78, GALR2 antag 20, Measles CPE 4 and NPY Y2 blocker 0.
Screening O=C(CCCCn1c(=O)c2ccccc2n(Cc2ccc(F)cc2)c1=O)NCc1ccco1 returned Yeast growth inh -25, E-sel TNF inh -3, Phagocytosis inh -1, MRP-1 activ -3.9, HCT116 PTEN-null 13, Yeast lifespan up -14, bCat KO growth 13, GALR2 antag -2, Measles CPE 8 and NPY Y2 blocker 2.
CCCn1c(C(O)c2cc(OC)ccc2OC)nc2ccccc21 (centres undefined) was read as Yeast growth inh 1, E-sel TNF inh 3, Phagocytosis inh 0, MRP-1 activ -2.7, HCT116 PTEN-null 80, Yeast lifespan up -4, bCat KO growth 94, GALR2 antag -1, Measles CPE 2 and NPY Y2 blocker 5.
Screening O=C(NCN1C(=O)C2C3C=CC(C3)C2C1=O)Nc1cccnc1 (centres undefined) returned Yeast growth inh -17, Phagocytosis inh -1, MRP-1 activ -0.3, HCT116 PTEN-null 98, Yeast lifespan up -2, bCat KO growth 95, GALR2 antag -13, Measles CPE 4 and NPY Y2 blocker 1.
CCOc1cc(/C=N/NC(N)=O)cc(Br)c1OCC(=O)Nc1cccc2ccccc12 was read as Yeast growth inh -84, E-sel TNF inh 7, Phagocytosis inh 1, MRP-1 activ -1.8, HCT116 PTEN-null 84, Yeast lifespan up -6, bCat KO growth 72, GALR2 antag -4, Measles CPE 45* and NPY Y2 blocker 1.
